Screens (PubChem)
FXIa inh – human FXIa protease inhibitors, primary screen, biochemical, 1536-well; Coagulation factor XI (Homo sapiens), P03951; purified FXIa, Boc-Glu-Ala-Arg-AMC fluorogenic substrate; inhibition, % at 5 µM; 220,000 tested, 0.14% active; AID 798, 2007;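 active = inhibition of at least 40%; inactive = inhibition below 40%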;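 also: fluorescence of freed AMC excited at 355 nm; 0% = enzyme without compound and 100% = no enzyme blank; many of its hits are not listed in these tables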
PERK inh – block of dimerizer-induced PERK translation repression, primary screen, PERK inhibitor project, CHO PERK-DD cells, SEAP luminescence, HTS. 220,000 tested, 0.17% active. CHO PERK-DD fusion, SEAP luminescence translation reporter. inhibition, % at 5.6 µM. Eukaryotic translation initiation factor 2-alpha kinase 3 (Homo sapiens), Q9NZJ5;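 active = inhibition above the mean inhibition of all tested compounds plus 3 SD, set separately per screening campaign, cut at about 2.9% in these data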;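 also: PERK kinase domain activated by AP20187 dimerizer at 100 nM; 0% = DMSO with dimerizer and 100% = rapamycin at 8.4 µM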
thrombin 1536 – human alpha-thrombin inhibitors, primary screen, counter-screen for coagulation protease inhibitor project, biochemical, 1536-well, fluorogenic AMC substrate; Boc-VPR-AMC fluorogenic substrate cleavage; AID 1046, 2008; 220,000 tested, 0.26% active; Prothrombin (Homo sapiens), P00734; inhibition, % at 5 µM;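 active = inhibition at or above 40%; inactive = inhibition below 40%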;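 also: 0% = enzyme with no compound and 100% = wells without enzyme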
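Assay system: human alpha-thrombin enzyme. Reagent: Boc-VPR-AMC substrate, 15 µM final. Compound dosing: one concentration per compound, 5 µM, with 0.2% DMSO. Incubation: room-temperature reaction. Technique: AMC fluorescence, 355/460 nm. Measure: % inhibition relative to enzyme controls and enzyme-free blanks.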
hK5 inh – human KLK5 protease inhibitors, primary screen, biochemical, 1536-well; AID 873, 2007; Kallikrein-5 (Homo sapiens), Q9Y337; inhibition, % at 5 µM; recombinant hK5, fluorogenic AMC substrate cleavage; 210,000 tested, 0.59% active;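 active = inhibition of 40% or more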;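 also: 0% = enzyme controls without compound and 100% = no-enzyme blanks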
Cl transport mod – KCC2 cotransporter modulators, thallium flux, primary screen, cell-based, HEK293 KCC2, FluoZin-2 fluorescence, MLSMR; KCC2 cells, thallium flux FluoZin-2 fluorescence; B-score of Tl+ flux slope (higher = more flux/activation; lower = inhibition) at 10 µM; 190,000 tested, 2.2% active; AID 1456, 2008;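 active = thallium flux slope and its plate-corrected score both differing from the plate sample mean at a set confidence after two filtering rounds, in either direction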;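 also: slope of fluorescence scaled to starting intensity during 10 to 20 s after thallium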
Target sequence (Q9H2X9 whole entry, looked up): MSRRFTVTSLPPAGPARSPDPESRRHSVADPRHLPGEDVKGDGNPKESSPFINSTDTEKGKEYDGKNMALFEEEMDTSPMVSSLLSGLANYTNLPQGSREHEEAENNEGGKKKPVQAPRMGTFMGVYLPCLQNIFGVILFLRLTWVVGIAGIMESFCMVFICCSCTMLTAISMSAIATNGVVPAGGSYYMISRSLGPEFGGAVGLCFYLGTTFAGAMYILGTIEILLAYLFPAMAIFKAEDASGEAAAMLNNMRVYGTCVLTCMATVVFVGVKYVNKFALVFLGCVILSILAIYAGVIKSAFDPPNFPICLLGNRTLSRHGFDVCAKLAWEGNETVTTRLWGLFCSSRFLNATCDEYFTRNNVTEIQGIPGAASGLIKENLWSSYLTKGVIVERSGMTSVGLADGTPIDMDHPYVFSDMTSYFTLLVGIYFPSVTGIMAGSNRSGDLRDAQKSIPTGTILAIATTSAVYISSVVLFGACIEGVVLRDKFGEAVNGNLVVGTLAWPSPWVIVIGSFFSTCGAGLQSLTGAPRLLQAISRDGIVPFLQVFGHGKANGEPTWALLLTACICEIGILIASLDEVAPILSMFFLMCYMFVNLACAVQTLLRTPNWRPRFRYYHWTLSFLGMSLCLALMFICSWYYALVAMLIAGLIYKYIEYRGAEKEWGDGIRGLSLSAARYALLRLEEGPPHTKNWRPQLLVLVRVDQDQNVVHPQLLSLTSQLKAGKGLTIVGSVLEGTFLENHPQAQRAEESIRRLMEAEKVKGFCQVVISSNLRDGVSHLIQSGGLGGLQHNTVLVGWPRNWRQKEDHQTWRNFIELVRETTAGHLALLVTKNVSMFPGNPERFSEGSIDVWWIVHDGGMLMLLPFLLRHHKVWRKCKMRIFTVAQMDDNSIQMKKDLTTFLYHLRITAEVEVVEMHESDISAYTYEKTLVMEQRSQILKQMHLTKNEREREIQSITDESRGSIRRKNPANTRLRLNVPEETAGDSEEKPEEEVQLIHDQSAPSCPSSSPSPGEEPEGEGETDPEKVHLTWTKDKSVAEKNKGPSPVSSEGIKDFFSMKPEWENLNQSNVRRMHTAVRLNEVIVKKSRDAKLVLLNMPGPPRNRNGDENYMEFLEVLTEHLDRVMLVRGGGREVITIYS
Furin inh – human furin inhibitors, primary screen, biochemical, fluorescence intensity; purified furin, fluorogenic substrate cleavage; inhibition, % at 30 µM; 220,000 tested, 0.061% active; AID 463115, 2010; in the data active = inhibition above about 25%; also: inactives centre near -15
FXIIa inh – human FXIIa protease inhibitors, primary screen, biochemical, 1536-well; 220,000 tested, 0.3% active; inhibition, % at 5 µM; purified FXIIa, Boc-QGR-AMC fluorogenic substrate, 2 h; in the data active = inhibition above about 40%;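 also: 0% = enzyme with no compound and 100% = blank without enzyme; many of its hits are not listed in these tables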
Calpain2 inh – inhibitors of pig calpain II, primary screen, biochemical, fluorogenic peptide substrate, 1536-well; 220,000 tested, 0.37% active; inhibition, % at 16 µM; AID 1236, 2008; purified calpain II, 30 min;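 active = inhibition above about 50%, limit read from the data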
Rad51 HR inh – human RAD51 strand exchange inhibitors, primary screen, biochemical, fluorescence; 200,000 tested, 0.085% active; DNA repair protein RAD51 homolog 1 (Homo sapiens), Q06609; inhibition, % at 10 µM; hRad51 DNA strand exchange, fluorescence dequenching;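 active = inhibition above 40% at the single screening dose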;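 also: 0% = DMSO control wells and 100% = blanks with heterologous ssDNA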
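material = hRad51 filaments on single-stranded DNA | timing = filaments 15 min 37 °C, then compound 30 min | signal = FRET fluorescence dequenching, excitation 485 nm, emission 520 nm | benchmarks = control wells and blank wells on each plate | evaluation = percent inhibition relative to plate controls and blanks | compound = 10 µM final, single point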
* = called active by the depositor; i = inactive; nt = not tested or not shown; [ ] = another dose, or the depositor's remark. This is a subset; rates above refer to the full screens.

A first look (five entries):
SMILES	FXIa inh	PERK inh	thrombin 1536	hK5 inh	Cl transport mod	Furin inh	FXIIa inh	Calpain2 inh	Rad51 HR inh
Cc1cc2oc(=O)cc(CSc3nnc(C)n3N)c2cc1C(C)C	-2	-0.1	-4	-1	2.2	-23[20 µM]	-5	-24	-5
CCC(=O)Nc1ccc(/C(C)=N\NC(=O)c2ccc(OC)cc2)cc1	-1	0.4	-2	-13	-0.064	-26	2	13	nt
CC(C)CCN(C(=O)CNC(=O)c1cccs1)C(C(=O)NC1CCCCC1)c1cccnc1 (centres undefined)	5	0.1	5	3	1.2	-22	15	-2	15
O=C(Nc1ccccc1)c1cc2ccccc2[nH]1	-14	-0.4	-9	-18	-1.8	-17	-5	19	nt
CCCCNC(=O)NNC(=O)COc1cc(C)cc(C)c1	7	0.8	-14	-14	-0.48	-16	10	10	11

Results, from the start:
SMILES	FXIa inh	PERK inh	thrombin 1536	hK5 inh	Cl transport mod	Furin inh	FXIIa inh	Calpain2 inh	Rad51 HR inh
Cc1cc2oc(=O)cc(CSc3nnc(C)n3N)c2cc1C(C)C	-2	-0.1	-4	-1	2.2	-23[20 µM]	-5	-24	-5
CCC(=O)Nc1ccc(/C(C)=N\NC(=O)c2ccc(OC)cc2)cc1	-1	0.4	-2	-13	-0.064	-26	2	13	nt
CC(C)CCN(C(=O)CNC(=O)c1cccs1)C(C(=O)NC1CCCCC1)c1cccnc1 (centres undefined)	5	0.1	5	3	1.2	-22	15	-2	15
O=C(Nc1ccccc1)c1cc2ccccc2[nH]1	-14	-0.4	-9	-18	-1.8	-17	-5	19	nt
CCCCNC(=O)NNC(=O)COc1cc(C)cc(C)c1	7	0.8	-14	-14	-0.48	-16	10	10	11
Cc1cc(OCCn2ccnc2)ccc1C(C)C	10	0.7	4	-14	0.78	-12	16	-1	-3
N#Cc1cc(-c2ccccc2)cnc1Cl	2	-0.6	1	0	0.28	-13[20 µM]	16	-1	-1
CC(C)C(NS(=O)(=O)c1cccs1)C(=O)N1CCc2ccccc2C1 (centres undefined)	-8	-1.6	-2	-6	-0.33	-4	-4	-2	-6
CN(C)S(=O)(=O)c1cccc(C(=O)NCC2(N3CCOCC3)CCCCC2)c1	-10	0.1	-2	-5	-0.0081	-18	3	19	3
O=C(Cc1ccc(F)cc1)NCCc1ccc(F)cc1	-9	0.5	-3	-25	nt	-23[20 µM]	8	-4	nt
Cc1cc(C)c2[nH]c(=O)c(C(c3nnnn3Cc3ccc4c(c3)OCO4)N3CCC(C)CC3)cc2c1 (centres undefined)	-1	-0.5	-3	10	-0.71	-9[20 µM]	7	-50	-2
CCOc1ccc(NCc2nc3ccccc3n2CCOc2ccccc2)cc1	5	-1.2	-4	-8	-2.5	-1	0	41	30
c1ccc2c(Oc3ccc4c(c3)OCO4)nncc2c1	4	1.1	4	-21	0.22	-24	19	0	5
CN=C(NC#N)SCC(=O)c1ccc(Cl)cc1Cl	-6	0.1	-2	-4	0.27	-17	-2	-1	4
CO/N=C/CC(=O)Nc1ccc(F)cc1F	5	1.3	-1	-20	0.51	-20	16	2	6
CCN(c1ccccc1)S(=O)(=O)c1cc(NC(=O)COC(=O)C2CC2)ccc1Cl	-1	0.9	-1	nt	-1.8	-39	14	18	nt
Cc1cc(C)n2nc3ccccc3c2n1	-9	1.4	-4	-24	0.031	-15	-1	-238	1
COCCOC(=O)c1c(NC(=O)CN2CCOCC2)sc(C(N)=O)c1C	4	0.1	2	36	-0.48	-17	12	-8	-5
Cc1ccn(C(=O)c2ccc(NC(=O)C3CCCCC3)cc2)n1	6	1.5	-3	1	0.059	-12[20 µM]	4	-12	0
CCOC(=O)C1(C)NC(c2ccc(OC)cc2OC)C2C(=O)N(CC)C(=O)C21 (centres undefined)	2	-0.1	nt	-2	0.65	-8	10	17	-4
COc1ccc(NC(=O)C2CCN(c3nc(C)nc4c3CCC4)CC2)cc1	-3	nt	-8	-11	nt	nt	4	10	8
O=C(c1ccc(=O)[nH]n1)N1CCc2ccccc2C1	7	1.7	0	1	0.00031	-17	8	-1	17
COC(=O)c1cccc(NC(=O)CCCOc2cccc(C)c2)c1	0	-0.1	-2	-2	-0.042	-24[20 µM]	-1	18	2
Cc1[nH]nc2c1C(c1ccc(-c3ccccc3C#N)o1)C(C#N)=C(N)O2 (centres undefined)	19	1.7	-8	-22	nt	-8	28	-30	-5
COc1ccccc1OCC(O)Cn1c(Br)nc2c1c(=O)[nH]c(=O)n2C (centres undefined)	-3	0.8	-1	-5	-0.047	-9	4	5	-7

Continued.
SMILES	FXIa inh	PERK inh	thrombin 1536	hK5 inh	Cl transport mod	Furin inh	FXIIa inh	Calpain2 inh	Rad51 HR inh
Cc1ccc(/C=C2\SC(=S)N(CCCC(=O)NNC(=O)c3ccccc3O)C2=O)cc1	5	-0.2	3	-10	-0.64	-15	6	-32	-18
O=C(CCN1C(=O)COc2ccccc21)N1CCCCC1	-3	-0.2	4	-1	-0.13	-9[20 µM]	8	-24	-7
CC(C)(C)NC(=O)CN(C(=O)CS(=O)CC(=O)Nc1ccc(F)cc1)c1cccc(F)c1 (centres undefined)	0	2.1	-6	5	-0.2	-23	12	-20	5
Cc1ccc(C(=O)OCc2c(C)noc2C)cc1NC(=O)c1ccco1	-2	0.7	-9	1	0.24	-34	5	-36	-1
CC1CCCCN1C(=O)CCc1nnc(Cc2c[nH]c3ccccc23)o1 (centres undefined)	3	0.8	-17	0	-0.19	-21	6	5	-13
O=C(NN1CCOCC1)NC12CC3CC(CC(C3)C1)C2	-2	2.1	-3	-1	1.6	-24	1	-6	12
COc1cccc(-n2nc(-c3ccnn3-c3ccc(C)cc3)c(=O)n(C)c2=O)c1	-12	-0.4	2	10	nt	-21[20 µM]	13	-17	1
CCOc1cccc2sc(=NC(=O)c3ccco3)n(CC(=O)OC)c12	-2	-1.3	-9	0	-2.1	-2	4	-12	nt
O=C(Nc1nc(-c2ccc(F)cc2)cs1)C1CCCO1 (centres undefined)	1	0.2	-7	0	-2.6	-16	-1	7	11
CCN(CC)S(=O)(=O)c1ccc(OC)c(NC(=O)COc2ccc3c(C)cc(=O)oc3c2)c1	3	-0.2	-6	-10	-1.3	-17	9	-17	3
Cc1noc(NS(=O)(=O)c2ccc(N/C=C\C(=O)c3ccc4c(c3)OCO4)cc2)c1C	-1	0.5	2	-4	nt	-2[20 µM]	18	-23	0
COc1ccc(S(=O)(=O)N2CCCCC2)cc1NC(=O)c1ccc2ccccc2n1	6	1.4	-1	-8	0.72	-9	12	-9	nt
Cc1ccc(NC(=O)CS(=O)CC(=O)Nc2cccc(C)c2C)cc1F (centres undefined)	0	-0.5	-2	1	-0.83	-30	7	-11	-4
CCOc1cc(CNC(C)(C)CO)cc(Br)c1OCc1ccc(Cl)cc1Cl	2	-0.7	2	-10	1.3	-13	-7	22	1
O=C(CCCc1nc2ccccc2s1)NCc1ccc(F)cc1	7	0.1	-2	-9	-4*	-9	12	8	-23
COCCSc1ccccc1C(=O)Nc1ccc(Cl)cc1	-2	-0.5	3	2	-0.29	-28	7	-18	4
COc1cccc(C(=O)NCC(=O)N/N=C/c2cccc(OC(=O)c3ccc([N+](=O)[O-])cc3)c2)c1	11	1.3	-1	4	0.23	6	4	14	0
COc1ccc(C(=O)Nc2cccc(NC(C)=O)c2)cc1OC	7	0.2	2	0	-0.26	-14	14	-19	nt
O=C(CS(=O)CC(=O)N(c1ccccc1)C(C(=O)NC1CCCC1)c1cccs1)Nc1ccc(F)cc1 (centres undefined)	22	-0.4	-4	-27	nt	-33[20 µM]	16	9	0
Cc1cccc(C)c1NC1=NCCCCC1	-7	-0.6	-7	-8	-0.2	-24	nt	-9	-2
COc1ccc(C2C(C(=O)Nc3cc(C)on3)c3ccccc3C(=O)N2C)cc1OC (centres undefined)	-1	-0.2	-1	1	nt	-24	11	-20	-3
CCC(C)NC(=O)Cn1c(-c2ccccc2)cc(C(C)=O)c1C (centres undefined)	-1	-0.8	4	-2	-1.6	-35	8	-28	8
CCOc1ccc(NC(=O)Cn2nnc(-c3ccccc3NC(=O)C3CC3)n2)cc1	9	-0.7	-2	-13	-0.9	-16	12	-45	0
COc1ccc(C(=O)NCC(=O)OCC(=O)NC2CCCC2)cc1	9	-0.1	-7	6	i	-9	14	12	-3
CCN(CC)C(=O)c1cc([N+](=O)[O-])cc2c1-c1ccc([N+](=O)[O-])cc1C2=C(C#N)C#N	1	-0.4	5	-2	-0.23	-10	9	-1	-2

Next compounds
SMILES	FXIa inh	PERK inh	thrombin 1536	hK5 inh	Cl transport mod	Furin inh	FXIIa inh	Calpain2 inh	Rad51 HR inh
CCOc1ccc(NC(=O)C(CC)NC(=O)c2ccccc2CO)cc1 (centres undefined)	1	0.2	1	-2	0.51	-15	16	17	11
CN1CCN(S(=O)(=O)c2ccc(N(C)CC(=O)Nc3ccc(F)cc3)nc2)CC1	3	-0.5	3	-23	1	-18	23	-35	-10
O=c1cc(CO)oc(C(Nc2ccccn2)c2ccc(F)cc2)c1O (centres undefined)	8	0.9	-3	0	0.21	-15[20 µM]	17	-36	-6
O=C(/C=C/c1ccc(Cl)cc1)N(Cc1ccccc1)C1CCS(=O)(=O)C1 (centres undefined)	-2	-1.1	-4	-13	0.55	-21	3	26	2
Cc1ccc(C(=O)N/N=C\c2cccs2)cn1	-4	1.1	-2	11	0.35	-2	2	13	21
COc1ccc(C)cc1-n1c(=O)c2ccccc2c2ccccc2c1=O	-4	1.3	-3	-7	-1.6	-10	6	-56	13
Clc1cccc(Cl)c1CSc1cc2c(nn1)-c1ccccc1CC2	3	2.0	5	4	nt	-5	13	25	0
O=C(Nc1ccon1)c1ccc2c(c1)OCO2	5	1.0	2	-20	-0.62	-19[20 µM]	19	-38	-7
COc1cccc(-c2cc(C(=O)NCCc3ccccc3)no2)c1	-3	1.3	-2	4	0.12	-18[20 µM]	3	-36	1
COc1cc(OC)cc(C(=O)NCC(=O)OCC(=O)NC(C)(C)C)c1	-3	1.1	-9	-5	0.77	-19	5	-12	-16
CCOC(=O)c1cc2c(ccn2C)n1CC(=O)N1CCN(c2ccccc2OC)CC1	5	-0.9	-10	-12	-1.1	-23	17	-28	0
Cc1cc(=O)n2nc(N3CCCC(C(=O)NCc4ccc5c(c4)OCO5)C3)sc2n1 (centres undefined)	0	0.8	3	8	0.73	-4	12	-14	3
O=C(Cc1ccc(Br)cc1)c1ccc(O)cc1O	1	0.6	4	-14	-4	-12	6	23	-7
CC/C(=N\NC(=O)c1ccc(-c2ccccc2)cc1)C12CC3CC(CC(C3)C1)C2	11	0.9	-3	8	-1.4	-8[20 µM]	4	-1	-5
COc1cc(/C=C2/C(=O)ON=C2C)ccc1OCc1ccccc1F	-4	1.6	1	-11	nt	-13	15	10	0
